High-throughput results from PubChem.
hcGAS inh = human cGAS inhibition; Q8N884; recombinant h-cGAS, ATP depletion, Kinase-Glo luminescence; inhibition, % at 12.5 µM; hit rate 0.081% among 290,000; AID 1259398;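 also: 0% = vehicle reaction and 100% = reaction without DNA for no activity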
Target sequence (Q8N884 whole entry, looked up): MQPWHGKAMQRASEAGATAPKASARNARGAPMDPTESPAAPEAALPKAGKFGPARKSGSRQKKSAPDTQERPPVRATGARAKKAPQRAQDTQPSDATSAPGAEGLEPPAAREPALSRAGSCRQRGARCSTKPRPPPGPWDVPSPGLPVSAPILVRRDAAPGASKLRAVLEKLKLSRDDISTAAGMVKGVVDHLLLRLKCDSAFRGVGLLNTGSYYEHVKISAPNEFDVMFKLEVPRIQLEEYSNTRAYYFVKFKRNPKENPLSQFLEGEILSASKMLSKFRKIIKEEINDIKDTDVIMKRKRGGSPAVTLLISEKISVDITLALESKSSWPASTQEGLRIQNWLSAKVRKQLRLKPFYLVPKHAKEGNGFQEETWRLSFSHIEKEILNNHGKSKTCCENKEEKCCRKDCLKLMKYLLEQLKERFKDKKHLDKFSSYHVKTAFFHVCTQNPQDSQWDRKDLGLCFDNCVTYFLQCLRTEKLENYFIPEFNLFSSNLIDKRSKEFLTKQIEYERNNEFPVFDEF
NPYLR7 ag = mosquito NPYLR7 agonism | HEK293T NPYLR7/Galpha15, GCaMP6s calcium fluorescence | activation, % at 10 µM | hit rate 0.15% among 270,000 | AID 1259423; in the data active = activation above about 40%;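 also: 0% = vehicle and 100% = reference agonist at the receptor; some compounds past the cut are filed as inactive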
mcGAS lum = inhibitors of mouse cGAS. hit rate 0.15% among 160,000. Q8C6L5. inhibition, % at 12.5 µM. AID 1259399. recombinant cGAS, Kinase-Glo ATP depletion luminescence;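 also: 0% = negative control wells and 100% = reference inhibitor with no enzyme activity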
Numbers without * were called inactive; x = not tested or not shown; & = joins results of further samples. Rule as the data show it, unless noted: active = inhibition above about 40%; inactive = the rest. Some of the compounds tested; count on the stated rates, not on these rows.

A first look (2 entries):
SMILES	hcGAS inh	NPYLR7 ag	mcGAS lum
COc1ccc(Cl)cc1CN1CCN(c2ccccc2O)CC1	-7	5	-6
CN(C)[C@@H]1C[C@@H](C(=O)O)N(C(=O)Cc2ccccc2OCc2ccccc2)C1	1	3	-5

This part in full, repeating the preview:
SMILES	hcGAS inh	NPYLR7 ag	mcGAS lum
COc1ccc(Cl)cc1CN1CCN(c2ccccc2O)CC1	-7	5	-6
CN(C)[C@@H]1C[C@@H](C(=O)O)N(C(=O)Cc2ccccc2OCc2ccccc2)C1	1	3	-5
CN(CCc1ccc(F)cc1)Cc1nc2c(cnn2C)c(=O)[nH]1	-6	5	x
CC(C)(c1ccc(OCC2CO2)cc1)c1ccc(OCC2CO2)cc1 (configuration not stated)	-1	-15	x
CN(Cc1ccccc1)Cc1cn(C[C@H]2CC3CCN2C[C@@H]3C(=O)Nc2cccc(O)c2)nn1 (some centres not stated)	-4	-9	-3
CCCCCCC1c2c(c3ccccc3oc2=O)OC(=N)C1C#N (configuration not stated)	-5	-4	x
CCCCC1N2CC3(C)CN1CC(C)(C2)C3=O (configuration not stated)	3	1	x
O=C(O)CN1C(=O)CSC(c2ccccc2Cl)c2c(-c3ccccc3)nn(-c3ccc(F)cc3)c21 (configuration not stated)	0	-1	-4
CC(C)(C)c1ccc(Cn2nc(C(=O)NOCc3ccccc3)c3ccccc32)cc1	-6	18	-4
Cc1ccc(NC(=O)c2cc(C)n(C3CC3)c2C)c(C)c1	-12	3	x
CN1CCN2CCN(C(=O)c3cc(=O)n(C)c(=O)n3C)CC2C1=O (configuration not stated)	-4	7	-18
COCCNC(=O)C1(c2ccc(C)c(OC)c2)CCCC1	-12	11	x
CN(C)C(=O)CN1CC=C(c2cnn(-c3nccc4ccccc34)c2)CC1	-6	3	x
c1ccc([C@@H]2CN(c3nnnn3-c3ccccc3)[C@@H]3C4CCN(CC4)[C@@H]32)cc1	-7	12	x
COc1cccc(NP(=O)(Oc2ccccc2)Oc2ccccc2)c1	-7	-4	-8
CNC(=O)O/N=C(\C)SC	-4	-4	x
Cc1cnn(CCC(=O)N2C[C@H](c3ccccc3)[C@@H]3[C@H]2C2CCN3CC2)c1	-7	7	x
CC(C)NC(C)C	-3	-17	x
CCCc1cc(C(=O)N2CCC3(CC2)C(=O)NCCN3C)ccn1	-3	20	-12
O=C(Cn1ncc(Cl)c(Cl)c1=O)Nc1ccc(Cl)cc1C(=O)c1ccccc1	0	4	0
N=C1c2ccccc2CN1c1ccc(F)c([N+](=O)[O-])c1	-5	10	-2
O=C(CCCN1CCC2(CC1)C(=O)NCN2c1ccccc1)c1ccc(F)cc1	-2&-8&6	-2&-1&2	-4&-4
CCC(C)N1CCCOP1(=S)Sc1ccccc1 (configuration not stated)	-9	-9	x
COc1cccc([C@@H]2CCN(C/C=C/c3ccccc3)C[C@H]2O)c1	0	0	-10
COC(=O)c1cc(NC(=O)N2CCN(CCOC(c3ccccc3)c3ccc(N4CCOCC4)cc3)CC2)cc(C(=O)OC)c1 (configuration not stated)	-8	-1	-7
CC(C)c1cc(C(=O)NCc2ccc(O)cc2)nn1C(C)(C)C	-3	3	-11
CCS(=O)(=O)N(C)CCCNC(=O)C1C(C)(C)C1(C)C	-9	4	x
O=C(c1cocn1)N1C[C@@H](c2cccc(F)c2F)[C@@H]2[C@H]1C1CCN2CC1	-4	3	x
CCc1nn(C)c(Cl)c1CN1CC[C@@H](c2cccc(OC)c2)[C@H](O)C1	2	12	x
O=C(Nc1ccc2[nH]cc(CCN3CCc4ccccc4C3)c2c1)C(Cl)(Cl)Cl	4	-15	0

A stretch taken from the entries so far:
SMILES	hcGAS inh	NPYLR7 ag	mcGAS lum
CNC(=O)O/N=C(\C)SC	-4	-4	x
Cc1cnn(CCC(=O)N2C[C@H](c3ccccc3)[C@@H]3[C@H]2C2CCN3CC2)c1	-7	7	x
CC(C)NC(C)C	-3	-17	x
CCCc1cc(C(=O)N2CCC3(CC2)C(=O)NCCN3C)ccn1	-3	20	-12
O=C(Cn1ncc(Cl)c(Cl)c1=O)Nc1ccc(Cl)cc1C(=O)c1ccccc1	0	4	0
N=C1c2ccccc2CN1c1ccc(F)c([N+](=O)[O-])c1	-5	10	-2

The results go on:
SMILES	hcGAS inh	NPYLR7 ag	mcGAS lum
CN1[C@H]2CC[C@@H]1CN(C(=O)c1cc(-c3ccccc3)on1)CC2	1	7	x
CC(C)N1C2CCC1CN(C(=O)c1cc[nH]c(=O)c1)CC2 (configuration not stated)	-5	0	x
O=c1[nH]c(O)c(C2CCCCC2)c(=O)[nH]1	-8	2	x
CC1CN=C(Nc2ccc(C(C)C)cc2)S1 (configuration not stated)	0&-8	6	x
Cc1cc(C=C(C#N)C#N)c(C)n1C1CCCC1	2	2	x
CCc1cnc(C)nc1N1CCC2(CC1)CN(C)CCN2C	-6	29	-18
CC1=NCCc2c1[nH]c1cc(O)ccc21	-2&-2	65*	-1
O=C(CN1CN(c2ccccc2)C2(CCNCC2)C1=O)NCc1ccc2c(c1)OCO2	-10	-1	-8
CC(C)N(CC(=O)Nc1nc(CC(=O)N(CCN(C)C)Cc2ccccc2)cs1)C(=O)c1ccccc1	-6	24	-4
COCCn1cnc2c1CCNC21CCNCC1	-3	x	-3
COc1ccc(C2SCC(=O)N(CC(=O)NCC3CCCO3)c3c2c(-c2ccccc2)nn3C)cc1OC (configuration not stated)	-4	x	-5
O=C(Nc1ccc(Cl)c([N+](=O)[O-])c1)c1cccn(Cc2ccccc2)c1=O	0	13	x
COc1ccc2c(c1)c(C(=O)Nc1ccc3c(c1)OCO3)nn2Cc1ccc(OCc2ccccc2)cc1	-2	-3	-2
Fc1ccc(-n2c(Cl)nnc2C2CC2)cc1	-4	11	x
CCOC(=O)[C@H]1CN(S(=O)(=O)Cc2ccccc2)[C@]2(C)C(=O)N(CC3CC3)c3ccccc3[C@H]12	2	23	-7
NC(=O)CN1CC(O)CC1=O (configuration not stated)	-7	4	-4
O=C(O)C12CCCC1CN(CC1CC1)C2 (configuration not stated)	1	-2	x
O=C1NC(=S)NC(=O)C1=Cc1ccc(N(CCCl)CCCl)cc1	-1	6	x
COc1cccc(CC(=O)N2CCN([C@H]3C[C@H]4C[C@@H](c5ccccc5)OC[C@@]4(C)C3)CC2)c1	-2	-2	-6
COc1ccc(C=C2C(=O)NC(=S)NC2=O)cc1	-11&-2	20&-6	2
COc1ccc(-n2nc(C(C)(C)C)c3c2N(CC(N)=O)C(=O)CSC3c2cccs2)cc1 (configuration not stated)	3	1	-2
O=[N+]([O-])c1ccc([As](=O)(O)O)cc1	2	-10	x
CC(C(=O)Nc1ccc(C#N)c(Cl)c1)n1nc(-c2ccco2)oc1=O (configuration not stated)	-17	19	x
O=C(Cc1ccc(F)cc1)N(CCN1CCOCC1)c1nc2c(F)cccc2s1	-7	13	x
COc1cc(Cl)cc(CN2CCN(CC3CC3)CC2)c1OC	-4	6	x
O=C(Nc1ccc2c(C(F)(F)F)cc(=O)oc2c1)c1nc2ncccn2n1	-3	0	-8
COc1cc(NC(=O)N2CCN(CCOC(c3ccccc3)c3ccc(F)c(F)c3)CC2)cc(OC)c1OC (configuration not stated)	-11	5	-9
O=C(Nc1ccc(F)cc1)C(C1CCCC1)N1CCN(C(=O)COc2ccc(Cl)cc2)CC1 (configuration not stated)	3	-19	1
NC(=Nc1ccc(NC(=O)C2CCCCC2)cc1)N[N+](=O)[O-]	0	-11	x
C=CCN1C[C@H](C)N([C@H](c2ccc(C(=O)N(CC)CC)cc2)c2cccc(O)c2)C[C@H]1C	-7	6	x

Taken from above:
O=C(O)C12CCCC1CN(CC1CC1)C2 (configuration not stated) in NPYLR7 ag → -2
O=C1NC(=S)NC(=O)C1=Cc1ccc(N(CCCl)CCCl)cc1 in hcGAS inh → -1

The listing continues:
SMILES	hcGAS inh	NPYLR7 ag	mcGAS lum
O=C(NCc1ccccc1OC(F)(F)F)c1cn(CCN2CCOCC2)nn1	-9	15	-10
Cc1ccc(C=C2C(=O)N(C)C(=O)N(C)C2=O)s1	-6	7	6
Clc1ccc(-c2nc(CN3CC=C(c4ccccc4)CC3)cs2)cc1	-9	21	-6
N#CC1C(=N)Oc2c(c(=O)oc3ccccc23)C1c1cccc(Cl)c1 (configuration not stated)	-2	4	-5
Cc1cc(Cl)ccc1C(=O)C1CCCN(CCO)C1 (configuration not stated)	-4	4	-4
O[C@H]1C[C@@H]2CN(Cc3cccn3-c3ccc(Cl)cn3)C[C@@H]2C[C@@H]1O	-9	-1	x
CCOC(=O)C1CC1CN1CCN(CCOC(c2ccccc2)c2cccc(C(F)(F)F)c2)CC1 (configuration not stated)	-4	19	-8
c1ccc(CCN(Cc2cccnc2)Cc2ccsc2)cc1	-7	10	-11
O=C(Cc1c(F)cccc1F)N1CCN(Cc2cccc(-c3noc(-c4ccccc4)n3)c2)CC1	-6	4	-6
COC(=O)/C=C/C(=O)N[C@@H]1CC[C@@]2(O)[C@H]3Cc4ccc(O)c5c4[C@@]2(CCN3CC2CC2)[C@H]1O5	-4	-5	x
C[C@H]1C[C@@H](O)[C@]2(O)[C@@]13CC(=O)OC[C@@]2(C)[C@](C)(O)C(=O)C3	-6	-7	-7
Cc1ccccc1OCC(=O)N1CCN(Cc2ccc(-c3noc(C4CCCC4)n3)cc2)CC1	-5	5	-4
Cc1ccccc1OCC(=O)N1CCN(Cc2ccc(-c3noc(-c4ccco4)n3)cc2)CC1	-4	1	-5
COCCN(CC(=O)Nc1nc(CC(=O)N2CCN(C/C=C/c3ccccc3)CC2)cs1)C(=O)c1ccccc1Cl	-3	x	-5
COc1ccccc1NC(=O)N1CCN(CCOC(c2ccccc2)c2cccc(C(F)(F)F)c2)CC1 (configuration not stated)	-8	23	-9
C[C@]12CC(=CO)C(=O)C[C@@H]1CC[C@@H]1[C@@H]2CC[C@@]2(C)[C@H]1CC[C@]2(C)O	-6	-9	x
O=C1COc2cc([N+](=O)[O-])c(Cl)cc2N1Cc1ccccc1	-1	-3	x
c1nc2c(c(N3CCN4CCCC4C3)n1)CCNC2 (configuration not stated)	-3	-2	x
Cc1ccc(S(=O)(=O)N2CCN(CCOC(c3ccccc3)c3ccc(F)c(F)c3)CC2)cc1Cl (configuration not stated)	4	5	2
O=C(NCCCN1CCCC1=O)c1nn(Cc2ccc(OC(F)F)cc2)c2ccccc12	-7	10	-6
C#CCN(C)S(=O)(=O)c1ccc(Cn2nc(C(=O)N(C)CCCC)c3ccccc32)cc1	0	-4	-1
CN(C)C(=O)Oc1c(I)cc(Cl)c2cccnc12	3	3	x
COc1ccc2[nH]c(C)c(CCNCc3ccccn3)c2c1	-10	-7	x
CCOC(=O)[C@@H]1C[C@H](C(=O)c2ccccc2)N2N=Cc3ccccc3C12 (some centres not stated)	-7	2	x
CCc1cc(C(=O)N2CCN3CCN(C)C(=O)C3C2)no1 (configuration not stated)	-1	1	x
COc1ccc(-c2[nH]ncc2CNC(C)Cc2cccc(C)n2)cc1F (configuration not stated)	-6	1	-2
CCN1CCC(N[C@@H]2COCC[C@@H]2OCC=C(C)C)CC1	-13	x	-7
CC(=O)Nc1ccc(CN(C)C(C)Cc2ccccn2)cc1 (configuration not stated)	-7	24	-18
CCc1nn2c(=O)cc(CN3CCCC4(CNC(=O)O4)C3)nc2s1 (configuration not stated)	-4	5	x
C[C@]12COC(=O)C[C@@H]1CC[C@@H]1[C@@H]2CC[C@@]2(C)[C@H]1CC[C@]2(C)O	-8	-15	x
N=C1c2ccccc2CN1c1ccc(F)c(Cl)c1	0	9	0
Cc1nc(-c2cccs2)cc([C@H]2CN3CC[C@H]2C[C@@H]3CNC(=O)C2CCC2)n1	-8	-10	-7
CCOC(=O)CCCC(=O)Nc1ccc2[nH]cc(CCN3CCOCC3)c2c1	-2	24	-5
CCOC(=O)[C@H]1CN(C(=O)/C=C/c2ccccc2)[C@]2(C)C(=O)N(C)c3ccccc3[C@H]12	-1	12	-5
Cc1ccc(NC2=NCC(C)S2)cc1 (configuration not stated)	-5	-10	x
CS(=O)(=O)c1ccccc1S(=O)(=O)N1CCN(CCOC(c2ccccc2)c2cccc(C(F)(F)F)c2)CC1 (configuration not stated)	-5	26	-8
CCCN1C2CCC1CC(C(=O)NC(C)(CC)CC)C2 (configuration not stated)	-10	8	x
CCOC(=O)c1ccc(CN2CCC3(CC2)C(=O)Nc2ccccc23)o1	-7	3	x
Cc1c(C(=O)N2CC[C@@H]3CC[C@H](C2)N3C)cnn1-c1ccccn1	-6	1	x
CCNC(=O)C(C1CCCC1)N1CCN(C(=O)Cc2ccc(F)cc2)CC1 (configuration not stated)	7	-4	0

Ordered by count of non-hydrogen atoms (high to low): part of the list above
SMILES	hcGAS inh	NPYLR7 ag	mcGAS lum
O=C(Nc1ccc2c(C(F)(F)F)cc(=O)oc2c1)c1nc2ncccn2n1	-3	0	-8
CCc1nn2c(=O)cc(CN3CCCC4(CNC(=O)O4)C3)nc2s1 (configuration not stated)	-4	5	x
C[C@]12COC(=O)C[C@@H]1CC[C@@H]1[C@@H]2CC[C@@]2(C)[C@H]1CC[C@]2(C)O	-8	-15	x
CCc1cc(C(=O)N2CCN3CCN(C)C(=O)C3C2)no1 (configuration not stated)	-1	1	x
